# Screening results deposited in PubChem by National Center for Advancing Translational Sciences (NCATS).
# POLB inh: qHTS Assay for Inhibitors of DNA Polymerase Beta; Potency, µM (top dose mostly 114 µM), inactives show top-dose activity change, negative = inhibition, most hits filed as inhibitors; Pol beta primer extension/strand displacement, fluorescence kinetic; actives 1.3% (n = 340,000); also: potency is read from the fitted curve at half-maximal effect; % is scaled to controls: 0 for no effect and ±100 for the full control effect
#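 10 nM enzyme + cpd, 15 min RT; start with substrate 50 nM final; read 0 min and after 10 min RT. Corrected, normalized data; 4-parameter Hill curve fit.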
# 12-LOX inh: Primary qHTS assay for inhibitors of human arachidonate 12S-lipoxygenase (ALOX12): Round 2; Polyunsaturated fatty acid lipoxygenase ALOX12 (Homo sapiens), P18054; purified 12hLO, xylenol orange hydroperoxide absorbance; Potency, µM (doses to about 108 µM), for inactives: at the top dose activity change, negative = inhibition, most hits filed as inhibitors; actives 1.1% (n = 580,000); AID 1671190, 2021; also: potency is read from the fitted curve at half-maximal effect; % is scaled to controls: 0 for no effect and ±100 for the full control effect
#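 Purified human 12hLO at 150 nM in 25 mM Hepes, 0.01% Triton X-100, pH 7.0, preincubated 15 min at room temperature with compound. Reaction started with 40 uM arachidonic acid, 30 min at room temperature. Hydroperoxide measured by Fe-xylenol orange, 573/405 nm absorbance ratio.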
# RGS4 inhibitor: Inhibitors of Regulator of G Protein Signaling (RGS) 4: qHTS. actives 0.039% (n = 390,000). AID 504845, 2011. Transcreener GDP fluorescence polarization, RGS4-accelerated GTP hydrolysis. Potency, µM (top dose mostly 114 µM), for the others: top-dose activity change, negative = inhibition, actives largely listed as inhibitors. Regulator of G-protein signaling 4 (Homo sapiens), P49798; also: potency is read from the fitted curve at half-maximal effect; % is scaled to controls: 0 for no effect and ±100 for the full control effect; nearly all actives have a fitted effect of over 75% in size; some results filed as inactive show a strong effect at the top dose
# Target sequence (P49798 whole entry, looked up): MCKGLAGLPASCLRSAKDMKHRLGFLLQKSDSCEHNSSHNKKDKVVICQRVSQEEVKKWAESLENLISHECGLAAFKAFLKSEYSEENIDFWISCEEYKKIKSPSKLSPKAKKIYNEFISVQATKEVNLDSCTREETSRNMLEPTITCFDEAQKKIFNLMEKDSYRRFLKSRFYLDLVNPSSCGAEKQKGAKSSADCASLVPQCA
#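 MLSMR compounds (23 nl, pin-transferred) preincubated 10 min at room temperature with a 500nM (2x) first reagent, then RGS4 at 900nM (2x) plus Transcreener GDP mix added; fluorescence polarization (620/688 nm) read before and after 90 min at 30 °C.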
# APEX1 inh: qHTS Assay for Inhibitors of the Human Apurinic/apyrimidinic Endonuclease 1 (APE1) | recombinant APE1, TAMRA/BHQ-2 abasic DNA cleavage fluorescence | DNA repair nuclease/redox regulator APEX1 (Homo sapiens), P27695 | Potency, µM (highest dose often 65.8 µM), for the others: top-dose activity change, negative = inhibition, usual class: inhibitors | actives 0.35% (n = 350,000) | AID 2517, 2012;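 also: potency is read from the fitted curve at half-maximal effect; plate controls were vehicle for no effect and reference inhibitor for full effect; nearly all actives have a fitted effect of over 55% in size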
# Target sequence (P27695 whole entry, looked up): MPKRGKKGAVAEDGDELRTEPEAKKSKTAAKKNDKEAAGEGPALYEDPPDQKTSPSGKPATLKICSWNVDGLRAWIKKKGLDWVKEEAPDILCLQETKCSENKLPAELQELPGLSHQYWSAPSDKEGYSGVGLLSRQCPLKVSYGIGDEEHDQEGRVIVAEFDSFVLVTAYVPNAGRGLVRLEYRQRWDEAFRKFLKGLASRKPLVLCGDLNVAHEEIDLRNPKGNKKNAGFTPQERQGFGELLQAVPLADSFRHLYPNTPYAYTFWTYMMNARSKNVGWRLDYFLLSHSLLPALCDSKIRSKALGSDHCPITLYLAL
#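 0.75 nM APE1 + cpd, 15 min RT; start w/ 50 nM TAMRA/BHQ-2 THF-abasic dsDNA; kinetic fluor 525/598 nm ×3 reads @60 s; Δ(read3−read1); normalized to DMSO and NSC13755 control wells.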
# LDHA inh: qHTS assay for inhibitors of human lactate dehydrogenase; L-lactate dehydrogenase A chain (Homo sapiens), P00338; purified LDHA, NADH/diaphorase-resazurin fluorescence; active compounds read low; activity change, % (values are at about 110 or 230 µM); actives 0.15% (n = 480,000); in the data active = activity change below about -30%; inconclusive = mostly about -25% to -30%;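 also: plate controls were DMSO wells for no effect and wells without enzyme for full effect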
#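 Remaining NADH was detected by diaphorase (0.133 mg/mL) converting 37 µM resazurin to fluorescent resorufin, read at 0 and 20 minutes. The preceding 5-minute room-temperature reaction used 2 nM LDHA, 0.2 mM sodium pyruvate and 0.06 mM NADH at pH 7.4.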
# Anesthetic bind: qHTS Assay for Identification of Novel General Anesthetics | AID 485281, 2010 | apoferritin/1-aminoanthracene competitive binding, fluorescence | actives 0.074% (n = 350,000) | Potency, µM (highest dose often 77.5 µM), without a hit: at the top dose activity change, negative = displacement, most hits filed as inhibitors; also: potency is read from the fitted curve at half-maximal effect; % is scaled to controls: 0 for no effect and ±100 for the full control effect; nearly all actives have a fitted effect of over 20% in size
#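 Horse-spleen apoferritin (10 uM) was mixed with 50% saturated 1-aminoanthracene in PBS, exposed to compounds for 10 min at room temperature, and read for fluorescence (ex 380 nm, em 535 nm). Competitive displacement was fitted with a four-parameter Hill equation.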
# Pol eta inh: qHTS for Inhibitors of Polymerase Eta. actives 1.2% (n = 390,000). recombinant Pol eta, fluorescent DNA replication assay. DNA polymerase eta (Homo sapiens), Q9Y253. Potency, µM (doses to about 114 µM), without a hit: at the highest dose activity change, negative = inhibition, actives largely listed as inhibitors; also: potency is read from the fitted curve at half-maximal effect; % is scaled to controls: 0 for no effect and ±100 for the full control effect
#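 Pol eta at 10 nM preincubated with compounds 15 min at room temperature; reaction started with fluorescent substrate (50 nM final) and read kinetically at 0 and 10 min.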
# ERG Ets-DNA blk: qHTS for Small Molecule Inhibitors of the ERG Ets/DNA interaction; fluorescence polarization, His-ERG Ets domain / labelled DNA; Potency, µM (series often up to 76.9 µM), inactives show at the top dose FP activity, negative = inhibition, hits mostly inhibitors; actives 0.028% (n = 370,000); AID 624246, 2012; active = well fitted inhibition curve with a large enough effect in the polarisation, with a control signal flat; inconclusive = small, poorly fitted or top-dose-only effect, or effect the other way, or a change in a side signal; inactive = no such curve, though single readings can be large or run the other way; the % refers to the polarisation;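 also: polarization taken with two DNA probes labelled with fluorescein and Texas red; potency is read from the fitted curve at half-maximal effect; % of control where 0% means no effect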
# Target sequence (P11308 whole entry, looked up, the tested form may be a part): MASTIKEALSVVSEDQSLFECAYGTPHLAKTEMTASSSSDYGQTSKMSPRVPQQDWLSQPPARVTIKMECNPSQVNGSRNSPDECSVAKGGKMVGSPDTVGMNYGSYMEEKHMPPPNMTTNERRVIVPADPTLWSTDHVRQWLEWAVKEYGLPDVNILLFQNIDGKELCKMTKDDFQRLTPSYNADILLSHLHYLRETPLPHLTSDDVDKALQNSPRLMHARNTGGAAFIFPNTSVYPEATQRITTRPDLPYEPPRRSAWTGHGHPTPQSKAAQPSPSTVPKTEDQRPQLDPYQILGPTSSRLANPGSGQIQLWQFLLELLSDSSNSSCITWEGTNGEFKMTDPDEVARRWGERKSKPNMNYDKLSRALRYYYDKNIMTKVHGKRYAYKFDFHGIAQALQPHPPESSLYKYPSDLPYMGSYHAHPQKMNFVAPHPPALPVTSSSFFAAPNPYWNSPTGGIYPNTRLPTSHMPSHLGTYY
#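 His-tagged ERG Ets domain (1 uM in the protein solution; 300mM KCl, 50mM Tris-HCl, 1mM EDTA, 1mM DTT, pH 7.5) received compound, then a probe mix of 5 nM fluorescein-DNA and 100nM Texas-615-DNA. Fluorescence polarization was read for both dyes.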
# Pol kappa inh: qHTS for Inhibitors of Polymerase Kappa; DNA polymerase kappa (Homo sapiens), Q9UBT6; purified Pol kappa, fluorescent DNA synthesis assay, 10 min; Potency, µM (doses to about 107 µM), for inactives: at the highest dose activity, negative = inhibition, actives largely listed as inhibitors; actives 0.53% (n = 400,000); AID 588579, 2011; also: potency is read from the fitted curve at half-maximal effect; % is scaled to controls: 0 for no effect and ±100 for the full control effect
#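 Kinetic fluorescence readout at 0 and 10 min followed reaction start with substrate at 50 nM final. Beforehand, enzyme (10 nM Pol kappa) stood 15 min with compound at room temperature; buffer-only wells were negative controls.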
# An asterisk follows results filed as active; u = inconclusive; x = no result given; & = joins results of further samples; [ ] = another dose, or the depositor's remark. Unless noted, calls follow the shape of the dose curve; as a rule, active = well fitted curve in the direction sought with a large enough effect; inconclusive = small, poorly fitted or top-dose-only effect, or another doubt; inactive = no such curve, though single readings can be large; an effect the other way counts as inactive or inconclusive. The list is partial; count on the stated rates, not on these rows.
Structure | POLB inh | 12-LOX inh | RGS4 inhibitor | APEX1 inh | LDHA inh | Anesthetic bind | Pol eta inh | ERG Ets-DNA blk | Pol kappa inh
COc1ccc(N2CCN(S(=O)(=O)c3ccc4c(c3)CC(C)N4C(C)=O)CC2)cc1 (centres undefined) | 2% | -16% | 11% | x | 3 | 1% | -12% | -2% | -16%
CN1CCc2c(OCC(=O)N3CCC(Cc4ccccc4)CC3)cccc2C1=O | 0% | -6% | -17% | 17% | -4 | -14% | -17% | -3% | -2%
COc1cccc(C(=O)CC(C#N)c2ccc(F)cc2)c1 (centres undefined) | 19% | x | 15% | 2% | -4 | -9% | 5% | 12% | -7%
CCOc1ccc(N2CC(C(=O)Nc3ccncc3)CC2=O)cc1 (centres undefined) | -5% | -1%&-14% | -5% | 19%[12.4 µM] | -3&-11 | 3% | -11% | -5% | -12%
COC(=O)c1ccccc1NC(=O)NC1CCCCC1 | -26% | u | 29% | 2% | -1 | -4% | 2% | 4% | -7%
Cc1cc(C)cc(OC(C)C(=O)NCCCn2ccnc2)c1 (centres undefined) | 5% | -29% | -12% | 22% | -5 | 4% | -9% | -4% | -15%
O=C(NCc1cccnc1)c1cn(-c2ccccc2)nc1-c1ccccc1 | 4% | -6% | 22% | 1% | -14 | -4% | 1% | -6% | -9%
COc1ccccc1NC(=O)CSc1oc(-c2cccs2)nc1S(=O)(=O)c1ccc(Br)cc1 | u | u | -4% | x | -6 | -3% | -17% | -6% | -13%
Cc1cc(C)c(C#N)c(SC(F)F)n1 | -13% | -2% | 25% | 12% | -8 | -1% | -6% | 5% | -21%
Cc1ccc(-n2c(SCC(=O)Nc3ncc(Cl)cc3Cl)nc3ccccc32)cc1 | 3% | 30%[activator] | -17% | 2% | 3 | 7% | -15% | 4% | -18%
Cc1cc(C)n(-c2nc3ccccc3c(=O)n2OCC(N)=O)n1 | 3% | 0% | 14% | -2% | -4 | -4% | 7% | 0% | -25%
CC(C)CC(=O)N1CCN(C(=O)c2ccc(F)cc2)CC1 | u | -1% | 12% | -1% | -6 | -7% | -3% | -2% | -8%
Cc1cc2oc(=O)cc(CN3CCCCC3)c2cc1C | 3% | u | -15% | -6% | -2 | 6% | 4% | 0% | -9%
CCOC(=O)CNc1nc(Cl)nc(Nc2ccc(Cl)cc2)n1 | 16% | 3% | 30% | 3% | -6 | -5% | 2% | -20% | -3%
CC(C)n1cc(C(=O)N2CCCC(N3CCN(c4cccc(Cl)c4)CC3)C2)cn1 (centres undefined) | 16% | 0% | -4% | 23% | -4 | -10% | -20% | 2% | -8%
NC(=O)c1cc(S(=O)(=O)N2CCOCC2)cs1 | -48% | 0% | 16% | 2% | -11 | -2% | -6% | -6% | -9%
COC(=O)c1ccccc1NC(=O)CN1C(=O)CSC1=O | 41% | 0% | 4% | 11% | -5 | -14% | 14% | 6% | -19%
COc1ccc(C(=O)CN2Cc3ccccc3C2=N)cc1 | -13% | 12% | -7% | 3% | 0 | -12% | -18% | -11% | 0%
COc1ccc(N(C)S(=O)(=O)c2cccc(C(=O)N3CCN(c4ccccc4)CC3)c2)cc1 | x | -2% | -8% | 15% | 0 | x | -19% | 6% | 0%
O=C(NNC(=O)C1CCCN(S(=O)(=O)c2cccc(F)c2)C1)C1CC1 (centres undefined) | u | 11% | -8% | -1% | 1 | -3% | -14% | -8% | 7%
COc1cccc(C(=O)N/N=c2\sc3ccccc3n2C)c1 | 0% | 20% | -6% | -1% | -5 | -16% | -18% | -12% | -3%
CCOC(=O)c1nn(-c2ccc(F)cc2)cc1O | -23% | 2% | -16% | -1% | -5 | -6% | -17% | 2% | -4%
Cc1nnc(Nc2ccc3c(c2)OCO3)c2ccccc12 | 7% | 159%[activator] | -43% | 0% | -1 | -22% | -16% | -13% | 0%
O=C(NCc1ccccc1F)c1cccc(S(=O)(=O)N2CCCCC2)c1 | x | 1% | -45% | -11% | -4 | x | -3% | 10% | -10%
CCCOc1ccc(NC(=O)CC2C(=O)N(c3ccc(C)cc3)C(=O)N2C2CCCC2)cc1 (centres undefined) | u | u | -17% | x | 8 | -8% | -23% | -6% | -5%
CC(C)C(=O)N1CCC(c2nc(-c3ccc(S(=O)(=O)N4CCN(C)CC4)cc3)no2)CC1 | -3% | u | 2% | -3% | -2 | u | -22% | 0% | 6%
CNc1c(NS(=O)(=O)c2ccc(Br)cc2)c(=O)oc2ccccc12 | 7% | 3% | -20% | 9% | -6 | -12% | -13% | -6% | 4%
Cc1ccc(-c2[nH]ncc2CNCc2ccccc2)cc1 | x | 27% | 4% | x | -3&0 | x | x | x | 3%
CC(C)(O)P(=O)(O)CCc1ccccc1 | 23% | u | -14% | u | -2 | 6% | -15% | 0% | 4%
COc1ccc(/C=C(\NC(=O)c2ccc(Cl)cc2)C(=O)NCCCN2CCOCC2)cc1OC | 59% | -8% | -7% | -2% | -2 | -5% | u | -7% | -16%
CCN(CC)CCCNC(=O)c1c(O)c2c([nH]c1=O)CCCC2 | 11% | -23%[57.4 µM] | -22% | 2% | 8 | -15% | -4% | x | -1%
CCc1ccc2c(CN3CCc4ccccc43)cc(=O)oc2c1 | -3% | u | -7% | 3% | 1&3 | -24% | 1% | -1% | -1%
c1ccc(-c2cn3c4c(sc3n2)CCCC4)cc1 | -22% | -13%&-7% | 32%&-33% | -6% | -5&-4 | -12% | -11%&0% | -3% | -17%&-5%
CCC1CCCCN1CC(=O)Nc1cc(OC)c(OC)cc1C#N (centres undefined) | 28% | 2% | -14% | 14% | -2 | -2% | -3% | -6% | 12%
N#CC12CCCCC1CC1CCCCC1(C#N)N2Cc1cccnc1 (centres undefined) | 24% | 6% | 44% | 14% | -7 | -8% | -19% | 2% | -7%
c1ccc(-c2ccn3nnnc3n2)cc1 | 15% | 0% | -11% | 5% | -4 | 6% | -11% | -3% | -8%
COc1ccc(Cl)cc1C(=O)CSc1nnnn1C1CCCCC1 | -19% | -16% | 6%[11.4 µM] | -5% | -1 | -23% | -14% | -12% | -13%
CN(CC(=O)Nc1cccc(F)c1)C(=O)CSc1ccc(Br)cc1 | x | -5% | 6% | -2% | -8 | x | -2% | 2% | 1%
C[C@@H](NC(=O)OC(C)(C)C)C(=O)NCC1CCC(C(=O)N[C@@H](Cc2ccccc2)C(=O)O)CC1 (some centres undefined) | -12% | u | 6% | 7% | -8 | -1% | -6% | -8% | -19%
CC1(C)Cc2cccc(OCC(=O)NCCc3ccc(S(N)(=O)=O)cc3)c2O1 | x | 3% | 2% | 27% | -10 | x | -18% | 0%[15.4 µM] | -11%
COc1cc(=O)n(C)c2c(O)cccc12 | -1% | 18% | 4% | -2% | 10 | -5% | -10% | 1% | -5%
Cc1nc2ccc(NC(=S)NC3CCCCC3)cc2nc1C | 24% | -29% | 19%[56.9 µM] | -1% | 3 | 3% | -6% | -9% | -13%
CCOc1ccc(-c2nnc(-c3snc(-c4ccc(F)cc4)c3N=CN(C)C)o2)cc1 | 2% | 0% | 28% | 7% | -2 | -15% | 13% | 10% | 1%
Cc1ccc(-c2nc(NCc3ccco3)n(S(C)(=O)=O)n2)cc1 | 2% | -10% | -39% | 1% | -2 | -11% | -23% | 5% | -10%
CCc1ccccc1-n1nnc(-c2nc(-c3ccccc3F)no2)c1C | -16% | -5%&-11% | 8% | x | 4&-2 | -9% | -24% | 3% | 0%
CCCCn1c(SCC(=O)c2cc(OC)ccc2OC)nc2cc(S(N)(=O)=O)ccc21 | 20% | 55%[activator] | 5% | -3% | -1 | -16% | -8% | 0% | -10%
CC(C)(C)N(Cc1ccccc1)C(=O)c1ccncc1 | -1% | 13% | 10% | 13% | 0 | -11% | -2% | -6% | -7%
COc1ccc(NC(=O)c2ccc3c(c2)C(=O)N(Cc2cccnc2)C3=O)c(OC)c1 | -10% | -13% | -21% | -2% | 0 | -5% | -3% | -4% | -15%
CC1CCCCC12NC(=O)N(CC(=O)Nc1ccc(S(=O)(=O)N3CCOCC3)cc1)C2=O (centres undefined) | 1% | 0% | 19% | -5% | -3 | -22% | 1% | -1% | -15%
COc1cccc(C=NCCCN=Cc2cccc(OC)c2O)c1O | 68% | 3% | 2% | -13% | 7 | -2% | -1% | 8% | -34%
COc1ccc(C(=O)C2CCCN(C(=O)c3n[nH]c4c3CCCC4)C2)cc1OC (centres undefined) | 33%[activator] | -6% | 5% | 9% | -4 | -10% | -18% | 1% | -5%
COc1cccc2cc(C(C)=O)oc12 | 51% | -5% | 13% | 16% | -7 | -19% | 3% | -7% | -8%
